High-throughput results: PubChem BioAssay, National Center for Advancing Translational Sciences (NCATS)
PKM2 activator = qHTS Assay for Activators of Human Muscle isoform 2 Pyruvate Kinase; Potency, µM (series often up to 57.5 µM), without a hit: at the top dose activation, hits mostly activators; Pyruvate kinase PKM (Homo sapiens), P14618; purified PKM2, Kinase-Glo ATP luminescence, activation; response scale: 0% is enzyme alone, no compound; 260,000 compounds, 0.34% hits; note: potency is the fitted concentration of half-maximal effect; % is set by controls: 0 for no effect and ±100 for the full control effect; nearly all actives have a fitted effect of over 55% in size
Target sequence (P14618 whole entry, looked up, canonical isoform): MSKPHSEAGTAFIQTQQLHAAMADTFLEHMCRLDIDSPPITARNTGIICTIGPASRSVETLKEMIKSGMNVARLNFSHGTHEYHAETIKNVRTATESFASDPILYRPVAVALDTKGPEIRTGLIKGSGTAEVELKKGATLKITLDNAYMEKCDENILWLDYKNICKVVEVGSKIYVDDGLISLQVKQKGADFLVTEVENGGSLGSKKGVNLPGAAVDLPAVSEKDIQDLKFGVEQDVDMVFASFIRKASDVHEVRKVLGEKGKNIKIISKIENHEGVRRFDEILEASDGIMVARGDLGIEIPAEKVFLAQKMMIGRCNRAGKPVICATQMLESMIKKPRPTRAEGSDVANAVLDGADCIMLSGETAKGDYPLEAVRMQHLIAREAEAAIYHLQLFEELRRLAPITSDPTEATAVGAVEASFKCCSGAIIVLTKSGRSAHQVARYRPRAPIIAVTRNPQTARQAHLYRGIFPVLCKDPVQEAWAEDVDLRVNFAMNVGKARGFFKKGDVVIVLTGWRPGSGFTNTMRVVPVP
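ATP formation by purified human PK-M2, quantified via coupled luciferase luminescence after 1 h at room temperature with 0.1 mM ADP and 0.5 mM PEP final.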
MBNL1-CUG inh = qHTS Assay for Inhibitors of MBNL1-poly(CUG) RNA binding. Muscleblind-like protein 1 (Homo sapiens), Q9NR56. TR-FRET MBNL1-His/biotin-(CUG)12 binding, 665/545 ratio. Potency, µM (top dose mostly 57.5 µM), for inactives: top-dose activity change, negative = inhibition, hits mostly inhibitors. 280,000 compounds, 0.036% hits; active = well fitted inhibition curve with a large enough effect in the signal ratio, with a control signal flat, not every such curve was filed as active; inconclusive = small, poorly fitted or top-dose-only effect, or effect the other way, or a change in a side signal; inactive = no such curve, though single readings can be large or run the other way; the % refers to the signal ratio; note: potency is the fitted concentration of half-maximal effect; % is set by controls: 0 for no effect and ±100 for the full control effect
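His-tagged MBNL1 binding to biotinylated (CUG)12 RNA was measured by TR-FRET using terbium anti-His antibody (0.055 ng/ul final) and streptavidin-XL665 (5 nM final). Compounds were titrated 92 nM to 58 uM; 60 min at room temperature.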
BCR signal inh = qHTS Assay to Find Inhibitors of Chronic Active B-Cell Receptor Signaling | ABC-DLBCL IkBa-CBG/CBR reporter, luminescence ratio, 4 h | Potency, µM (series often up to 46.1 µM), inactives show top-dose ratio change, negative = lower green/red ratio, most hits filed as inhibitors | 340,000 compounds, 0.05% hits | AID 493014, 2011; active = well fitted inhibition curve with a large enough effect in the signal ratio, with a control signal flat, not every such curve was filed as active; inconclusive = small, poorly fitted or top-dose-only effect, or effect the other way, or a change in a side signal; the % refers to the signal ratio;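 note: potency is the fitted concentration of half-maximal effect; plate controls were basal doxycycline-induced cells for no effect and cells given 10 µM MG132 for full effect; MG132 reads +100%, hits lower the ratio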
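Concentration-response series (up to 46 uM) were applied to TMD8 dual-reporter cells for 4 h at 37C with doxycycline. Green/red ratio, after filter-overlap correction, defined %Activity; red signal alone was normalised to basal cells and zero luminescence.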
USP2a block = qHTS Assay for Inhibitors of Ubiquitin-specific Protease USP2a Using CHOP2 as the Reporter. AID 463254, 2010. Ubiquitin carboxyl-terminal hydrolase 2 (Homo sapiens), O75604. Potency, µM (top dose mostly 38.3 µM), for the others: top-dose activity change, negative = inhibition, most hits filed as inhibitors. USP2 core, Ub-CHOP2 coupled fluorogenic reporter, 485/531. 330,000 compounds, 0.01% hits;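 note: potency is the fitted concentration of half-maximal effect; plate controls were DMSO wells for no effect and full inhibition by NEM control for full effect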
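Cell-free coupled assay: 10nM USP2 core preincubated 30min RT with compound in Tris-HCl pH 8.0/CaCl2/CHAPS buffer, then 25nM Ub-CHOP2 and 25nM reporter substrate; fluorescence (Ex 485/Em 531) read after 60min RT, normalized to NEM inhibition, concentration-response curves fitted.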
Mito fusion yeast = qHTS Assay for Small Molecule Inhibitors of Mitochondrial Division or Activators of Mitochondrial Fusion; S. cerevisiae fusion-defective mutant growth rescue, CellTiterGlo 48 h; Potency, µM (series often up to 46.1 µM), for inactives: at the top dose growth rescue (activation), actives largely listed as activators; 320,000 compounds, 0.23% hits;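 note: potency is the fitted concentration of half-maximal effect; % of control where 0% means no effect; nearly all actives have a fitted effect of over 45% in size; temperature-sensitive fusion mutants such as fzo1-1 at 37 °C on non-fermentable ethanol glycerol medium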
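Read-out: ATP-based luminescence (CellTiterGlo, 10 min ambient) reporting growth of fusion-defective ts yeast after 48 hours at 37C on glycerol/ethanol YPEG medium in the presence of compound.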
ASM inhibitor = Inhibitors of Secretory Acid Sphingomyelinase (S-ASM): qHTS. 340,000 compounds, 0.006% hits. Potency, µM (series often up to 57.5 µM), for inactives: at the highest dose activity change, negative = inhibition, usual class: inhibitors. placental ASM, HMU-PC fluorogenic substrate, 60 min; note: potency is the fitted concentration of half-maximal effect
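Human placenta-derived ASM preincubated with compound 10 min at room temperature, then reacted with 9 uM (final) fluorogenic HMU-PC substrate for 60 min at 37 C. Stop solution raises pH to 10; fluorescence read at Ex 386/Em 447 nm.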
TSHR antag = Antagonists of the Thyroid Stimulating Hormone Receptor: HTS campaign | Thyrotropin receptor (Homo sapiens), P16473 | TSHR-expressing cells, TSH-stimulated cAMP HTRF, 2 h; hits give low values | activity change, negative = inhibition, % at 11.5 µM | 330,000 compounds, 0.2% hits | AID 504810, 2011;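 active = activity change below a set negative limit, meaning inhibition stronger than a set level, cut at about -70% in these data; inconclusive = activity change between two set negative limits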; note: % is set by controls: 0 for no effect and ±100 for the full control effect
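Cell-based HTRF cAMP assay; TSHR cells + compound, TSH EC80 (4nM final), 2 h, 37 deg C. Lysis with anti-cAMP cryptate and cAMP-d2, 30 min RT, read 665/620 nm.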
Menin MLL FP TR = qHTS Assay for Inhibitors Targeting the Menin-MLL Interaction in MLL Related Leukemias: Competition With Texas Red Labeled MLL-derived Mutant Peptide; O00255; 270,000 compounds, 0.23% hits; Menin + Texas Red MLL mutant peptide, fluorescence polarization; Potency, µM (doses to about 61.6 µM), for the others: at the highest dose FP activity change, negative = inhibition, hits mostly inhibitors; active = well fitted inhibition curve with a large enough effect in the polarisation, with a control signal flat, not every such curve was filed as active; inconclusive = small, poorly fitted or top-dose-only effect, or effect the other way, or a change in a side signal; inactive = no such curve, though single readings can be large or run the other way; the % refers to the polarisation; note: potency is the fitted concentration of half-maximal effect; % of control where 0% means no effect; many of its hits are not listed in these tables
hERG WT inh = qHTS for Inhibitors of KCHN2 3.1: Wildtype qHTS. U2OS, BacMam KCNH2, thallium flux FluxOr; hits give low values. activity change, % at 1.84 µM. 340,000 compounds, 0.37% hits;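 active = maximum activity change below -70%; inconclusive = maximum activity change between -70% and -50%; inactive = maximum activity change above -50%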; note: % is set by controls: 0 for no effect and ±100 for the full control effect
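U2OS cells transduced with wild-type KCNH2 virus are loaded with FluxOr dye for 45 min, and thallium flux is measured in kinetic reads before and after stimulation buffer. Rate constants are normalized to DMSO controls.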
Eya2 inh = qHTS Assay for Inhibitors of the Phosphatase Activity of Eya2; Protein phosphatase EYA2 (Homo sapiens), O00167; recombinant Eya2, OMFP fluorescence dephosphorylation (OMFP is methylfluorescein phosphate); Potency, µM (series often up to 76.9 µM), inactives show top-dose activity, negative = inhibition, usual class: inhibitors; 330,000 compounds, 0.006% hits; AID 488837, 2010; note: potency is the fitted concentration of half-maximal effect; % is set by controls: 0 for no effect and ±100 for the full control effect
Target sequence (O00167 whole entry, looked up): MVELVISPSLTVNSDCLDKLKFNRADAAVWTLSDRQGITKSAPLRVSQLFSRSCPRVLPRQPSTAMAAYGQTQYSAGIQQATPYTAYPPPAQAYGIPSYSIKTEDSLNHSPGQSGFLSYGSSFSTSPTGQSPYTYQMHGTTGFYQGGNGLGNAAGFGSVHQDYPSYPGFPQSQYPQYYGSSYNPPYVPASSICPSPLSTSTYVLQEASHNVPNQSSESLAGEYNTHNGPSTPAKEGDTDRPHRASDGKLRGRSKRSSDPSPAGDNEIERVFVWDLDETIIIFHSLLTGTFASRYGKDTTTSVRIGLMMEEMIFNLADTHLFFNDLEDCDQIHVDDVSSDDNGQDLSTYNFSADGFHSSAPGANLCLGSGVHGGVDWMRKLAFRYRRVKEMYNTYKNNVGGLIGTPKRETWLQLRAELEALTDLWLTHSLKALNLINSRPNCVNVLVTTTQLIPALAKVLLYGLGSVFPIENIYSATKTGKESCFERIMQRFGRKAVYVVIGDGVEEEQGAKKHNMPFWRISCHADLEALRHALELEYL
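Eya2 (0.2 uM) preincubated 10 min at ambient with compound, then OMFP substrate added at 50 uM; 10 min reaction in 50 mM HEPES pH 7.5, 50 mM NaCl, 5 uM MgCl2, 0.05% BSA, 1 mM DTT. Fluorescence read at Ex 485/Em 525 nm.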
GALK inh = qHTS Assay for Inhibitors of Human Galactokinase (GALK) | 270,000 compounds, 0.007% hits | P51570 | Purified GALK, Kinase-Glo residual ATP luminescence | Potency, µM (highest dose often 57.5 µM), inactives show top-dose activity change, negative = inhibition, actives largely listed as inhibitors; note: potency is the fitted concentration of half-maximal effect; % is set by controls: 0 for no effect and ±100 for the full control effect
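The enzyme phosphorylates galactose (100 uM) using ATP (35 uM); inhibition is detected as higher residual ATP, quantified by bioluminescence after 1 h reaction at room temperature, pH 8.0.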
Starred values were filed as active, the others as inactive; ? = inconclusive; · = not tested or not shown; [ ] = another dose, or the depositor's remark. Unless noted, calls come from the whole dose curve; as a rule, active = well fitted curve in the direction sought with a large enough effect; inconclusive = small, poorly fitted or top-dose-only effect, or another doubt; inactive = no such curve, though single readings can be large; an effect the other way counts as inactive or inconclusive. Not all compounds are listed; rates above refer to the full screens.

SMILES | PKM2 activator | MBNL1-CUG inh | BCR signal inh | USP2a block | Mito fusion yeast | ASM inhibitor | TSHR antag | Menin MLL FP TR | hERG WT inh | Eya2 inh | GALK inh
CCOC(=O)c1ccc2c(c1)N(Cc1ccccc1C)C(=O)c1ccccc1S2=O (stereo unspecified) | -4% | -11% | 1% | 1% | -1% | -6% | -4 | -3% | 6 | -1% | -1%
CC(C)(C)n1nnnc1C(c1ccccc1F)N1CCN(C2CCCC2)CC1 (stereo unspecified) | -5% | -7% | -7% | -1% | -2% | -4% | 2 | 16% | -7 | 5% | -1%
CCC(=O)N1CCN(c2ccc(NC(=O)c3ccc(N4CCOCC4)c([N+](=O)[O-])c3)cc2)CC1 | -7% | ? | -1% | 0% | -2% | -1% | -4 | · | 1 | 4% | -1%
CC(=O)NC(CC(=O)NC1CCCc2ccccc21)c1ccccc1 (stereo unspecified) | -8% | 1% | -1% | 1% | -6% | -2% | -2 | 8% | 17 | 2% | -3%
C/C(=N\NC(=O)Cn1ccc(C(F)(F)F)n1)c1ccc2c(c1)OCO2 | -3% | -8% | 8% | 2% | 15% | -5% | 0 | -3% | -4 | 18% | -1%
Cc1cc(S(=O)(=O)NCC(c2ccc3c(c2)OCO3)N2CCOCC2)ccc1F (stereo unspecified) | · | · | 11% | 0% | 6% | 3% | -16 | · | -7 | 8% | ·
CCc1ccc(Nc2n[n+](-c3ccccc3)c(/C=C/c3ccccc3)s2)cc1 | 1% | 7% | -2% | 3% | -20% | · | 1 | -27% | · | 5% | ·
Cc1ccc(C2/C(=C(/O)c3cnn(-c4ccccc4)c3C)C(=O)C(=O)N2CCN2CCOCC2)o1 (stereo unspecified) | 11% | 3% | ? | 3% | -2% | -1% | 4 | -8% | 0 | 6% | 0%
C=CCOc1ccc2c(CC)cc(=O)oc2c1C | -10% | -16% | ? | 1% | 14% | -4% | 9 | 2% | -11 | -1% | 2%
CCNC(=S)N(CCN(CC)CC)Cc1cc2cc3c(cc2[nH]c1=O)OCCO3 | 4% | 4% | ? | 2% | -5% | 37%[activator] | -2 | 4% | 5 | 10% | 4%
N=c1c2c3c(sc2ncn1N)CCC3 | 7% | -4% | 3% | 2% | 2% | 2% | -6 | · | 1 | 3% | 2%
CC(NC(=O)CN(C)CC(=O)Nc1ccc(F)c(F)c1F)c1ccccc1 (stereo unspecified) | -7% | -1% | -2% | 1% | 5% | 4% | -2 | 2% | -1 | -22% | -8%
COc1ccc(S(=O)(=O)Nc2ccc(F)c(F)c2)cc1C(=O)N1CCOCC1 | 0% | 2% | 0% | 0% | -6% | -2% | 16 | 2% | 21 | 1% | 8%
Cc1ccc(O)c(NC(=O)CCCC(=O)O)c1 | -2% | 10% | 1% | 5% | -3% | 3% | -7 | -3% | -7 | 7% | 2%
COc1cc(C2/C(=C(\O)c3ccc4c(c3)OCCO4)C(=O)C(=O)N2Cc2ccco2)cc(OC)c1OC (stereo unspecified) | · | 0% | -6% | 2% | -3% | -5% | 2 | · | 16 | 2% | -7%
COc1cc(OC)c(OC)cc1CN1CCCC(C(=O)c2sccc2C)C1 (stereo unspecified) | -18% | -5% | -3% | -5% | -3% | 2% | 22 | · | 61 | 5% | 3%
Cc1cc(C)cc(NC(=O)CSc2nc3c(c(=O)n2C)SC(C)C3)c1 (stereo unspecified) | 0% | 27% | ? | 0% | 0% | 6% | 1 | -12% | 0 | 0% | 3%
Cc1ccc(-c2nnc(SCC(=O)N/N=C/c3c(C)nn(-c4ccccc4)c3C)n2-c2ccc(C)cc2)cc1 | 1% | -6% | 2% | 5% | -2% | -12% | -14 | -13% | -11 | -1% | 0%
Cc1nn(C)cc1/C=N\NC(=O)Cc1ccc([N+](=O)[O-])cc1 | -9% | ? | ? | 1% | -1% | -1% | 8 | -2% | -25 | -5% | 0%
Brc1ccc(OCCCOc2cccc3cccnc23)cc1 | 1% | 3% | ? | -3% | -9% | -18% | -4 | 5% | -18 | 0% | 4%
Cc1ccccc1-c1nc2ccccc2c(=O)n1C1CCS(=O)(=O)C1 (stereo unspecified) | -2% | -9% | 1% | 0% | -2% | 4% | 4 | -29% | -1 | 13% | -1%
CCC(C)NC(=O)c1ccc(CSCc2cccc(F)c2)o1 (stereo unspecified) | -4% | 0% | ? | 1% | 3% | 2% | -3 | -6% | 9 | 10% | 0%
CCN(CC)CCN(C(=O)c1ccc2c(c1)CCCC2)c1nc2ccc(F)cc2s1 | -11% | -13% | ? | 3% | 1% | -2% | 2 | -25% | 26 | 8% | -1%
NC(=O)C1(N2CCCCC2)CCN(S(=O)(=O)c2cc(Cl)ccc2Cl)CC1 | 12% | 20% | -3% | 0% | 5% | 6% | 4 | 0% | 11 | -1% | 3%
CSc1nc(N(C)C)nc(N(C)C#N)n1 | 2% | 3% | -17% | 5% | -6% | -1% | 4 | -16% | -16 | 5% | 4%
Cc1cc(-c2ccccc2)n(-c2ccc(C(=O)NC(C)C)cc2)n1 | -5% | -12% | 9% | 0% | 4% | 5% | -22 | · | -3 | -2% | -2%
NS(=O)(=O)c1ccc(CCNS(=O)(=O)c2ccccc2)cc1 | 20% | -5% | -2% | 1% | 1% | 0% | 2 | -14% | 22 | 5% | 5%
COc1ccccc1-n1ccnc1SCC(=O)NC(C)(C)C | -4% | -12% | 10% | 2% | -2% | 1% | 11 | -15% | -24 | 6% | 4%
Cc1cnc(NC(=O)Nc2ccc(OCc3ccccc3)cc2)c(Br)c1 | · | -1% | ? | -2% | -16% | -5% | -1 | -26% | -3 | -16% | ·
Cc1cc(C)cc(C(=O)NCC(=O)N2CCN(c3cccc(Cl)c3)CC2)c1 | · | 3% | 0% | 2% | 4% | -6% | -13 | -2% | -6 | -5% | 1%
Cc1cc(S(=O)(=O)N2CCN(c3ccccn3)CC2)c(C)cc1Cl | 1%[11.5 µM] | -5% | -8% | 2% | 4% | -3% | 1 | -1% | 17 | 2% | -2%
COCC(=O)N(Cc1cc2cc(C)ccc2[nH]c1=O)c1ccc(C)c(C)c1 | -3% | -13% | -13% | 1% | 1% | 2% | -3 | -27% | 10 | 0% | 1%
Cn1nnnc1SCC(=O)N1CCc2ccccc21 | -1% | -4% | 5% | 0% | 6% | 1% | 9 | · | -2 | -3% | 5%
NS(=O)(=O)c1ccc(CCNC(=O)CN2CCN(Cc3cccc(C(F)(F)F)c3)CC2)cc1 | 0% | 1% | 1% | 1% | -1% | 1% | -15 | -11% | -2 | -24% | -1%
CC1(C)NC(=O)N(CC(=O)OCC(=O)Nc2sccc2C#N)C1=O | -1% | -2% | -8% | 3% | 3% | 3% | 8 | 23% | · | -4% | -1%
O=C1CC(c2ccccc2)=Nc2ccccc2N1Cc1ccccc1 | 3% | · | 2% | 3% | -6% | 0% | -1 | -20% | -38 | -9% | 9%
